Rin1 Abl inh = human Rin1-Abl interaction inhibition; inhibition, % at 7.35 µM; P00519+Q13671; 360,000 tested, 0.4% active; TR-FRET Rin1/Abl binding, biochemical; AID 588664; in the data active means inhibition above about 5%, passing the limit was not always enough
FAS-TE inh = inhibitors of human fatty acid synthase thioesterase domain | P49327 | recombinant FAS-TE, OMFH fluorogenic substrate, fluorescence endpoint | AID 602261 | 360,000 tested, 0.67% active | inhibition, % at 15 µM;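 active means compounds whose normalised, plate-corrected inhibition of enzyme fluorescence in the single-dose primary screen is 50% or more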;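 further: 0% = DMSO with enzyme and 100% = substrate without enzyme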
MsrA inhibitor = inhibits bovine methionine sulfoxide reductase A. purified bovine MsrA, absorbance read-out. inhibition, % at 15.5 µM. 360,000 tested, 0.75% active. AID 651718; in the data active means inhibition above about 4.5%;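 further: 0% = vehicle wells with enzyme and 100% = reference inhibitor wells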
SKN-1 inh = inhibitors of C. elegans SKN-1; AID 624304; 360,000 tested, 0.49% active; inhibition, % at 21.8 µM; C. elegans VP596 Pgst-4::GFP/RFP ratio, acrylamide-induced, 24 h;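 active means interference check ratio from 0.5 to 1.5 plus GFP to RFP signal ratio inhibition reaching or exceeding a fixed threshold, cut at about 30% in these data, passing the limit was not always enough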; further: some compounds called inactive have numbers as strong as hits
eLon inh = inhibitors of E. coli Lon protease; P0A9M0; purified E. coli Lon protease, fluorescence polarization; inhibition, % at 7.94 µM; 360,000 tested, 0.42% active; AID 602123; in the data active means inhibition above about 13%, passing the limit was not always enough;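 further: 0% = enzyme with probe and DMSO and 100% = no enzyme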
MT1-MMP act inh = MT1-MMP (human) activation inhibition; P50281; GFP/RFP ratio change, % at 20 µM; 360,000 tested, 0.061% active; AID 651647; HT1080 RFP-PRO-GFP cells, GFP/RFP ratio fluorescence, overnight; percent of plate control window, DMSO zero;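 active means GFP/RFP ratio change of at least 30% with cell ATP level not reduced by more than half and red fluorescence within 50% of control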; further: strong numbers were not always called active
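Assay system: RFP-PRO-GFP reporter HT1080 cells; read-out basis: GFP/RFP fluorescence ratio; benchmarks: DMSO wells and RFP-L50D-GFP cells; doses: 20 µM single dose, 1% DMSO; schedule: overnight cell settling, then overnight compound exposure, 37 °C, 5% CO2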
NRP1-CendR mod = modulators of CendR peptide binding to human neuropilin-1. O14786. FAM-RPARPAR peptide binding to NRP-1, fluorescence polarization. inhibition, % at 25 µM. 360,000 tested, 0.85% active. AID 602438;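 active means inhibition or corrected inhibition above about 18%, plus a signal ratio from 0.5 to 1.5, limit read from the data, passing the limit was not always enough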; further: strong numbers were not always called active
bovine MsrA act = activates bovine MsrA enzyme; purified bovine MsrA, absorbance read-out; activation, % at 10.6 µM; 360,000 tested, 0.3% active; AID 602163; in the data active means activation above about 7.5%;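 further: 0% = vehicle and 100% = reference activator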
Neddylation inh = inhibitors of human cullin neddylation; P61081+Q13564; TR-FRET cullin neddylation, biochemical; calls only at 25 µM; 360,000 tested, 0.58% active; AID 651699; in the data active means inhibition above about 36%
Active calls of the source: *; i = inactive; x = no result given; & = joins results of further samples.

SMILES	Rin1 Abl inh	FAS-TE inh	MsrA inhibitor	SKN-1 inh	eLon inh	MT1-MMP act inh	NRP1-CendR mod	bovine MsrA act	Neddylation inh
COc1cc(C(=O)NNC(=O)c2cc(-c3ccccc3)n[nH]2)cc(OC)c1C	3	9	-0.3	1	-16	2	7	-2	i
COc1cc(CNC(=O)c2cc(-c3cc(Cl)ccc3C)n[nH]2)cc(OC)c1	-3	20	1.5	27	2	0	-4	-1	i
COc1ccc(N/N=C(\C#N)C(=N)N2CCCCC2)cc1	-2	-1	0.4	-3	-3	3	0	-3	i
O=C(Nc1ccc(F)c([N+](=O)[O-])c1)c1ccc2c(c1)OCCO2	1	38	-1.2	8	-2	-2	-4	-5	i
Cc1ccc2oc(=O)cc(CN3CC(C)OC(C)C3)c2c1 (configuration not stated)	2	-7	2.1	-15	9	0	-12	-3	i
CCOC(=O)c1ccc(NNC(=O)CC)c([N+](=O)[O-])c1	-1	-9	1.1	10	-4	-5	2	-10	i
CCC(=O)N[C@@H]1C=C[C@@H](CC(=O)NCc2ccccc2F)O[C@@H]1CO	x	x	0.2	21	x	-2	5	x	i
O=C(NNC(=O)c1ccccc1OCc1ccccc1Cl)c1csc(N2CCOCC2)n1	-4	9	0.1	1	4	6	-9	-4	i
Clc1ccc(Cn2ncc3c(N4CCCCC4)ncnc32)c(Cl)c1	-1	x	-0.8	x	-1	x	x	2	x
CCOC(=O)C1(Cc2cccc(OC)c2)CCN(Cc2ccc(C)s2)CC1	1	10	0.3	-4	-2	1	1	-11	i
Cc1ccc2c(c1)c(CC(=O)Nc1ccc(C)c(F)c1)c(C(=O)O)n2C	7	5	0.0	-2	7	1	11	0	i
COc1ccc2nc(NC(=O)CCN3C(=O)c4ccccc4C3=O)sc2c1	0	0	0.8	-27	-9	5	-4	-11	i
COc1ccc(OC)c(Nc2ccc(C(=O)O)cc2[N+](=O)[O-])c1	-3	-5	0.3	7	-2	6	-1	0	i
COc1cccc(NS(=O)(=O)c2ccc(C)c(C(=O)N3CCCCC3)c2)c1	0	-3	-0.4	8	-6	0	20*	-1	i
c1ccc(Nc2cccc3ccccc23)cc1	-4	26	0.4	17	4	4	2	1	x
O=C(OCC(=O)N1CCN(c2ccccc2)CC1)c1ccccc1[N+](=O)[O-]	3	2	-1.7	-2	-7	0	-1	0	i
CCOCC(=O)N1CCN(Cc2ccc3c(c2)OCO3)CC1	3	-3	-0.1	-3	-4	8	-3	-1	i
Cc1nc2c(Cl)c(C)nn2c2c1CCC2	2	-1	0.5	-1	3	-3	-7	-3	i
CN(Cc1cccc(C(F)(F)F)c1)C(=O)[C@H]1O[C@@H](n2ccc(N)nc2=O)[C@H](O)[C@@H]1O	2	-11	-0.7	18	4	1	12	-1	i
CCOC1=C2[C@@H](CN(S(=O)(=O)c3ccccc3C)[C@H]2c2ccc(Cl)cc2)[C@H]2C(=O)NC(=O)[C@H]2C1	2	14	-0.6	-8	-4	5	6	-1	i
CCCCCC(=O)N1CCN(CCN=CC2=C(O)CC(c3cccs3)CC2=O)CC1 (configuration not stated)	3&7	-8&-8	-0.5&-0.2	1&0	-4&-2	7&-1	-7&-5	0&-1	i
CC(=C/c1ccccc1)/C=N/NC(=O)c1cc(C)oc1C	-1	-2	2.0	-4	-2	7	-3	-2	i
COc1ccc(OC)c(S(=O)(=O)n2ccnc2C(C)C)c1	-2	-10	-2.1	3	3	-3	-14	-12	i
COc1ccccc1/C=C/C(=O)OC(C)CN1CCCCC1 (configuration not stated)	-2	-4	2.4	-3	4	-3	-9	-3	i
O=C(Cn1c(=O)oc2cc(S(=O)(=O)N3CCCC3)ccc21)Nc1ccc(C(F)(F)F)cc1	5	-4	-1.2	-3	4	11	-5	1	i
SMILES	Rin1 Abl inh	FAS-TE inh	MsrA inhibitor	SKN-1 inh	eLon inh	MT1-MMP act inh	NRP1-CendR mod	bovine MsrA act	Neddylation inh
Cc1ccc(C)c(N2CCN(C(=O)c3csc4ccccc34)CC2)c1	-1	21	-1.6	7	-15	-3	6	-2	i
COc1ccccc1Cc1c(-c2ccco2)nc2ccc(C)cn12	3	6	0.4	9	-12	-5	-22	-14	i
O=C(c1ccccc1)N1CCN(C(=O)c2ccncc2)CC1	-1	-8	0.0	-9	-10	-1	-3	-2	i
COC(=O)c1ccccc1NC(=O)Nc1nnc(N2CCC(C)CC2)s1	-1	-6	0.3	-14	-11	1	17	-3	i
N#CC1CC(c2ccccc2)Nc2cc(Cl)ccc2N1 (configuration not stated)	3	1	0.8	9	5	10	-9	-5	i
Cc1ccc(NC(=O)Nc2ccc(S(N)(=O)=O)cc2)cc1	5	1	0.6	11	3	5	12	-3	i
CCOC(=O)c1cnn(-c2ccccc2)c1-n1cccc1C(=O)C(=O)N(CC)CC	2	-4	-1.4	-9	-10	-2	-3	-3	i
CCN(C[C@H]1N[C@@](CC)(C(=O)OC)[C@H]2C(=O)N(C)C(=O)[C@@H]12)C(=O)COc1ccccc1	-3	-12	0.4	7	2	4	2	-2	i
O=C(NCc1ccccn1)c1c(Cl)cccc1Cl	2	-4	-1.3	18	3	0	-3	-4	i
OCC[C@@H]1C[C@H](O)[C@@H](O)[C@]2(Cc3ccccc3CCO2)O1	2	-5	0.7	11	7	0	7	-1	i
COc1ccc(NC(=O)CS(=O)CC(=O)N2CCN(C3CCCC3)CC2)cc1 (configuration not stated)	-2	-4	-0.1	9	-10	4	8	-11	i
CCOC(=O)c1cccc(N2C(=O)c3ccccc3S2(=O)=O)c1	-1	-10	0.6	-6	-18	-1	0	-6	i
CC1(OC(=O)CCc2ccccc2)C(=O)C=C2C=C3CCCN3C=C2C1=O (configuration not stated)	5	-2	1.6	-2	-1	1	48*	-3	i
CCCCOc1nc(N)nc(-c2ccccc2)n1	-3	-1	0.3	11	13	17	-11	0	i
O=C(OCC(=O)N1CCCC1)c1c2c(nc3ccccc13)CCCCC2	0	-4	0.8	0	0	-6	4	-4	i
O=C(COC(=O)C1CC2CCCC(C1)C2=O)Nc1cccc(F)c1 (configuration not stated)	-2	-3	-0.7	24	-7	1	-4	-2	i
CCn1c(=S)sc2c(=O)n(CC(=O)Nc3ccc(C(C)=O)cc3)c(C)nc21	1	10	0.0	-14	6	7	-5	-1	i
CCCCCNC(=O)C(c1cc2ccccc2o1)n1c(=O)c(-c2ccco2)nc2ccccc21 (configuration not stated)	x	x	0.4	-3	x	-3	-56	x	i
CC(C)Cn1c(SCC(=O)NC(=O)Nc2ccc3c(c2)OCCO3)nc2ccccc2c1=O	3	0	-1.6	7	-11	2	0	2	i
O=C(/C=C/Nc1ccccc1O)c1ccco1	0	-4	0.7	6	-10	-12	-8	-3	i
CCCN1CCC(NC(=O)Nc2cccc3ccccc23)CC1	-1	1	1.6	5	-8	0	13	-1	i
O=C(Cn1cnc([N+](=O)[O-])n1)N/N=C/c1cccc(Cl)c1	0	18	-0.3	-3	10	-1	4	-13	i
Cc1ccc(Cl)cc1N1CCN(C(=O)c2cccc3c(=O)c(C)c(-c4ccccc4)oc23)CC1	1	49	-0.1	-7	-7	-18	31*	-10	i
COC(=O)c1c(C)[nH]c(C=Nc2ccc(OC)cc2)c1C	-1	0	0.3	2	1	1	3	-1	i
CC(NC(=O)/C=C/c1cnc2ccccc2n1)C12CC3CC(CC(C3)C1)C2 (configuration not stated)	1	16	0.8	21	-2	-8	-10	-1	i

Part of the list above in order of count of non-hydrogen atoms, ascending.
SMILES	Rin1 Abl inh	FAS-TE inh	MsrA inhibitor	SKN-1 inh	eLon inh	MT1-MMP act inh	NRP1-CendR mod	bovine MsrA act	Neddylation inh
Cc1ccc(NC(=O)Nc2ccc(S(N)(=O)=O)cc2)cc1	5	1	0.6	11	3	5	12	-3	i
COc1ccc(OC)c(Nc2ccc(C(=O)O)cc2[N+](=O)[O-])c1	-3	-5	0.3	7	-2	6	-1	0	i
Clc1ccc(Cn2ncc3c(N4CCCCC4)ncnc32)c(Cl)c1	-1	x	-0.8	x	-1	x	x	2	x
CCCCCNC(=O)C(c1cc2ccccc2o1)n1c(=O)c(-c2ccco2)nc2ccccc21 (configuration not stated)	x	x	0.4	-3	x	-3	-56	x	i

(continued)
SMILES	Rin1 Abl inh	FAS-TE inh	MsrA inhibitor	SKN-1 inh	eLon inh	MT1-MMP act inh	NRP1-CendR mod	bovine MsrA act	Neddylation inh
O=C(NCc1ccccc1)c1ccc(NC(=O)C2CC2)cc1	0	-7	0.5	-7	-3	11	6	-4	i
CCC(C)n1[nH]c(=O)cc1N (configuration not stated)	2	-8	-0.5	5	-6	6	0	-2	i
Cc1nn(C)c(C)c1NC(=O)CSc1nnc(C)n1-c1ccccc1	3	-4	0.8	-2	-10	-2	-9	-1	i
COc1ccc(CC2C(=O)OC(C)(C)OC2=O)cc1	2	-11	1.0	-7	-4	-1	-1	-14	i
COc1cc(C(=O)NNC(=S)NC(=O)c2ccccc2C)cc(OC)c1OC	-3	-7	1.6	7	5	9	-1	-2	i
CC(=O)Nc1ccc(S(=O)(=O)NNC(=O)NC23CC4CC(CC(C4)C2)C3)cc1	2	1	0.4	1	-4	-1	-12	-9	i
Cc1ccc(C)c(C(=O)CSc2nnnn2C(C)C)c1	2	3	0.4	-11	1	8	9	0	i
COc1cccc(C2=Nc3cccc4cccc(c34)N2)c1	-5	18	1.4	15	-3	37*	-3	-3	i
O=C(O)C(Cc1ccccc1)n1cnnn1 (configuration not stated)	-2	-7	0.1	8	13	-5	3	0	i
COc1ccccc1-c1cccc([C@@H]2C[C@H]3[C@H](CON3C)CN2C(C)=O)c1	-1	-7	0.3	2	-2	-3	-10	-9	i
O=C(COC(=O)c1ccccc1NC(=O)c1ccco1)NC1CC1	-3	-7	-0.1	8	-2	0	2	-6	i
COc1ccccc1OCCC(=O)OCC(=O)Nc1ccc(S(=O)(=O)N2CCOCC2)cc1	3	0	0.1	11	-2	3	4	2	i
CCN1CCN(c2ccc(NC(=O)c3ccc(Br)o3)cc2)CC1	1	-8	0.8	6	13	-2	13	-1	i
CCn1c(=O)cc(N2CCC3(CC2)OCCO3)[nH]c1=O	2	-5	-0.5	-3	-9	3	2	-5	i
CC(C)c1nc(CN2CCCCC2)cc(=O)[nH]1	0	-4	-0.3	5	-8	0	-4	-4	i
CS(=O)(=O)N(CCCC(=O)N1CCCCCC1)c1cccc(Cl)c1	2	1	1.4	17	-7	-3	7	-3	i
Cc1cc2ccccn2c1C(=O)c1ccc(C#N)cc1	-3	4	0.3	13	8	2	-1	-4	i
COc1ccccc1C1(O)CCN(CC(=O)Nc2nc(-c3ccccc3)cs2)CC1	-2	39	-0.6	9	3	-5	-2	-3	i
Cc1cccc(NC(=O)CN2C(=O)NC(C)(c3ccc4ccccc4c3)C2=O)n1 (configuration not stated)	3	0	-1.2	-6	6	-1	-7	-8	i
CC(=O)Nc1cccc(C(=O)OCc2ccc(C(=O)Oc3ccc(Cl)cc3)cc2)c1	-2	6	-0.4	8	-4	7	7	-2	i
COc1ccc(C(C)=O)cc1COc1cccnc1[N+](=O)[O-]	2	-4	-0.3	13	-6	-8	20	-4	i
O=C(NC1CCCCC1)C1CCN(C(=O)c2ccc(Cl)cc2)CC1	1	5	0.2	8	-6	1	-6	-1	i
Cc1ccc(SC2CC(=O)N(c3ccc4c(c3)OCCO4)C2=O)cc1 (configuration not stated)	-4	4	0.4	6	1	-1	14	-3	i
Cc1ccc2nc(N(CCCN(C)C)C(=O)c3ccc4c(c3)CCCC4)sc2c1	-2	19	-1.2	4	3	-13	-6	0	i
O=C(NCc1ccccc1)C(=O)NCC1OCCN1C(=O)c1ccc(Cl)cc1 (configuration not stated)	4	-2	1.4	0	-2	-3	-15	-6	i
Cn1c(SCC(=O)c2ccc(F)cc2)nnc1-c1cccnc1	1	-4	-0.7	7	-1	8	3	-4	i
Cc1ccnc(NS(=O)(=O)c2ccc(NC(=O)/C=C/c3ccccc3)cc2)n1	0	-4	1.4	-5	-10	-3	1	-6	i
CC(=O)N(C(C)=O)n1c(/C=C/c2ccc([N+](=O)[O-])cc2)nc2ccccc2c1=O	-1	1	2.1	-4	2	-5	-6	-8	i

This is a random part of the collection. About 4.2% of those tested had a hit in this group.
